# GCN5L2 inh = GCN5L2 (KAT2A) acetyltransferase inhibition; Q92830; AID 504327; Potency, µM (top dose mostly 58.9 µM), for the others: at the top dose activity change, negative = inhibition, hits mostly inhibitors; GCN5L2 HAT assay, ThioGlo1 CoA-SH fluorescence; 0.21% of 390,000 active
# Target sequence (Q92830 whole entry, looked up): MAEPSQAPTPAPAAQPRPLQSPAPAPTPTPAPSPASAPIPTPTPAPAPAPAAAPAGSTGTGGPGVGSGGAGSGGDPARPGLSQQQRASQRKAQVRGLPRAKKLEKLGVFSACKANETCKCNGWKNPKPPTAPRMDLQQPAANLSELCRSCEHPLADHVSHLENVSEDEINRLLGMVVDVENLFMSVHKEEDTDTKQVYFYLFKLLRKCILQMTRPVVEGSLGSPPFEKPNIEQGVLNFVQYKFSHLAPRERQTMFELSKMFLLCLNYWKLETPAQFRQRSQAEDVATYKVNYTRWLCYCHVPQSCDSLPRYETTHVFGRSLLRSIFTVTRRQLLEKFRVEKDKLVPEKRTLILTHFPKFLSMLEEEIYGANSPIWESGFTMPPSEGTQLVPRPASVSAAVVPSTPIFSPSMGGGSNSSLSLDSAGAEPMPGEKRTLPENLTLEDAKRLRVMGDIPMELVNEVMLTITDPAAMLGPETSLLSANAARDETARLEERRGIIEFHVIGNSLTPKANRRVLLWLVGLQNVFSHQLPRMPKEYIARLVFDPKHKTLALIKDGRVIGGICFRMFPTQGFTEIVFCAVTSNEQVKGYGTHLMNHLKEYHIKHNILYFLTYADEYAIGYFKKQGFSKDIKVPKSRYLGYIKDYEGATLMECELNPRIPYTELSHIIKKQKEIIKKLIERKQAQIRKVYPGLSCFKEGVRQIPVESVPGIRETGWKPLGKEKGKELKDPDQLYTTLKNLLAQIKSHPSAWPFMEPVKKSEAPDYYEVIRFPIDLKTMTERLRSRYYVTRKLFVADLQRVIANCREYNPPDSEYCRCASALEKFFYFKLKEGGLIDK
#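 GCN5L2 (20nM final) in 50mM HEPES, 0.1mM EDTA pH 7.5, 0.01% Tween-20 was preincubated 15 min at room temperature with compound, then given ThioGlo1 (50uM), H3(1-25) peptide (75uM) and acetyl-CoA (70uM); CoA-thiol fluorescence (Ex340/Em540) was read at 0 and 20 min.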
# DT40 TDP1 no CPT = qHTS for Inhibitors of human tyrosyl-DNA phosphodiesterase 1 (TDP1): qHTS in cells in absence of CPT | AID 686978, 2013 | DT40 Tdp1-/- hTDP1 cells, no CPT, ATP luminescence, 48 h | Potency, µM (titrated, usually from 46.2 µM), for the others: at the top dose activity change, negative = growth inhibition, hits mostly inhibitors | 15% of 420,000 active; also: nearly all actives have a fitted effect of over 55% in size
#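 Growth of hTDP1-complemented DT40 Tdp1-knockout cells is measured by ATP luminescence after at least 48 hr compound exposure at 37 °C, with DMSO substituting for the 20 nM CPT used in the parallel screen.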
# DT40 TDP1 CPT = growth inhibition of DT40 Tdp1-/-;hTDP1 cells with camptothecin (screen for TDP1 inhibitors). chicken DT40 Tdp1-/-;hTDP1 cells + 20 nM CPT, ATP luminescence, 48 h. Potency, µM (series often up to 46.2 µM), for inactives: at the highest dose activity change, negative = growth inhibition, usual class: inhibitors. 12% of 420,000 active. AID 686979; also: nearly all actives have a fitted effect of over 55% in size
#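 Cell growth measured by CellTiter-Glo luminescence after a minimum 48 h, 37 C compound exposure with 20 nM CPT in Tdp1-knockout DT40 cells stably expressing hTDP1, seeded 400/well; qHTS titration format.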
# * = called active by the depositor; ? = inconclusive; nt = no result given; & = joins results of further samples; [ ] = remark or other dose. Calls follow the shape of the dose curve; as a rule, active = well fitted curve in the direction sought with a large enough effect; inconclusive = small, poorly fitted or top-dose-only effect, or another doubt; inactive = no such curve, though single readings can be large; an effect the other way counts as inactive or inconclusive. % is scaled to controls: 0 for no effect and ±100 for the full control effect; potency is read from the fitted curve at half-maximal effect. Not all compounds are listed, so the mix of outcomes need not match the whole.
# Second line of a record – GCN5L2 inh, DT40 TDP1 CPT, DT40 TDP1 no CPT
NC/C(=N\O)c1ccc(Cl)cc1Cl
 : -0.4%, -1.7%, 0.8%
CC(OC(=O)Cn1cnc2ccccc2c1=O)C(=O)N(C)c1ccccc1 (centres undefined)
 : 0.7%, ?, ?
Cc1ccc(CCNC(=O)c2ccc(CSc3nc4ccncc4n3Cc3ccc(F)cc3)cc2)cc1
 : -6.3%, 16.4µM*, 16.4µM*
Cn1c(=O)cc(OCCCC(=O)NCc2ccc(F)cc2Cl)c2ccccc21
 : -6.5%, -26.4%, ?
O=C(Nc1ccccc1SCC1CSc2nc3ccccc3c(=O)n21)c1cccc(Cl)c1 (centres undefined)
 : -8.9%, ?, ?
O=C(Cn1nc2c(cc1=O)CCCC2)NCc1ccccc1Cl
 : -1.6%, -1.8%, -10.6%
CCn1c(SCC(=O)N2CCN(S(=O)(=O)c3ccccc3)CC2)nnc1-c1cccs1
 : -14.0%, 1.7%, -21.5%
Fc1ccc(CO/N=C2\CCCc3nonc32)cc1
 : -17.4%, -1.4%, 7.3%
CC(C)n1ncc2c(C(=O)Nc3cccc(S(=O)(=O)N(C)C)c3)cc(C3CC3)nc21
 : -9.8%, 18.4µM*, 9.2µM*
Cc1cc(C)n(-c2ccc(S(=O)(=O)N3CCCC3)cc2[N+](=O)[O-])n1
 : -6.8%, 1.1%, 4.0%
COc1ccc(CN(C)CC(=O)NCC(=O)Nc2c(C)cccc2C)cc1
 : -3.2%, -5.5%, -0.3%
Cn1cc([N+](=O)[O-])c(C(=O)N/N=C\c2c[nH]c3ccccc23)n1
 : -6.8%, -11.7%, -10.1%
Cc1nc(CS(=O)(=O)c2ccc(Cl)cc2)cc(Sc2ccccc2Cl)n1
 : -5.2%, ?, ?
COc1cnn(-c2ccccc2)c(=O)c1OC
 : -3.7%, -1.2%, 2.9%
Cc1cc(S(=O)(=O)N2CCCOC2CNC(=O)C(=O)NCc2cccs2)ccc1F (centres undefined)
 : -15.9%, ?, ?
CN1C(=O)c2cccc3c(S(N)(=O)=O)ccc1c23
 : -11.6%, -27.4%, -3.1%
CCn1ncc([N+](=O)[O-])c1C(=O)Nc1ccc(C(=O)N2CCCCC2)cc1
 : -1.2%, 8.3%, ?
CN(C)c1ccc(S(=O)(=O)NCC(=O)OCC(=O)c2ccc[nH]2)cc1[N+](=O)[O-]
 : -2.8%, -0.3%, 13.3%
COc1ccccc1NC(=O)CCc1nnc2ccc(NCc3ccco3)nn12
 : 0.2%, 0.8%, 12.9%
COc1ccc(CCN2CC(C(=O)OCC(=O)NC(C)c3cccc(Cl)c3)CC2=O)cc1OC (centres undefined)
 : 3.9%, -14.0%, -12.4%
CC(C)CNC(=O)C1(C)CCCN1C(=O)Cc1cccc2ccccc12 (centres undefined)
 : nt, 9.2µM*, 8.2µM*
CC(C)NC(=O)CCCn1c(=S)[nH]c2cc3c(cc2c1=O)OCO3
 : -0.1%, -0.1%, -20.5%
COc1ccc(C(=O)Nc2ccc(N3CCC(C)CC3)cc2)cc1Br
 : 0.2%, 8.8%, -28.0%
CCCCCCCC(=O)NNC(=O)c1c(O)c2ccccc2n(CC)c1=O
 : 0.9%, ?, ?
COc1ccc(-c2oc3ncn(Cc4ccco4)c(=N)c3c2-c2ccc(OC)cc2)cc1
 : -15.8%, ?, ?
CCOc1ccc2oc(=O)cc(CN3CCOCC3)c2c1
 : 0.8%, 14.6%, -2.5%
CC1CCN(S(=O)(=O)c2ccc3c(ccc(=O)n3CC(=O)NCc3ccc(Cl)cc3)c2)CC1
 : 1.4%, ?, ?
O=c1cc(N2CCCCC2)c(-c2ccccc2)nn1Cc1ccc(Cl)cc1
 : 36.5%[activator], ?, ?
Cc1ccc(C(=O)Nc2ccc3c(c2)N(C)C(=O)c2ccccc2S3)cc1F
 : -4.2%, 1.03µM*, 0.82µM*
CC(=O)C1=C(c2ccccc2)NC(=O)NC1c1ccccc1OCC(=O)Nc1ccccc1 (centres undefined)
 : -5.5%[0.501 µM], -17.8%, ?
COC(=O)c1sccc1NC(=O)c1c(C)c(-c2cccc(Cl)c2)nc2ccccc12
 : -6.8%, ?, ?
O=C(c1csnn1)N1CCC2(CC1)CCN(c1ccccn1)CC2
 : 6.9%, -11.3%, ?
CC(=O)Nc1ccc(S(=O)(=O)N2CCC(N(C)CCC(C)C)CC2)cc1
 : -6.2%, -13.8%, -14.4%
COc1ccc(NC(=O)c2cc(C3CCCCN3C(=O)C3CCCCC3)on2)c(C)c1 (centres undefined)
 : nt, ?, ?
Cc1nn(-c2ccc(Cl)cc2)c2sc(C(=O)N3CCN(c4ccccn4)CC3)cc12
 : -4.8%, ?, ?
O=S(=O)(Nc1nc2ccccc2nc1N1CCc2ccccc2C1)c1ccc(Br)cc1
 : -12.0%, ?, 18.4µM*
Cc1ccsc1C1Nc2ccc3ncccc3c2C2=C1C(=O)CC(C)(C)C2 (centres undefined)
 : -15.3%, 13µM*, ?
COc1cc2c(cc1OC)-c1cc(Nc3cccc(F)c3)nc(=O)n1CC2
 : -23.1%, 4.4%, ?
COC(=O)c1ccccc1N=C(SC)N(C)C
 : -3.0%, -12.2%, -4.9%
CCn1c(SCC(=O)NCc2ccco2)nnc1-c1c[nH]c2ccccc12
 : 3.8%, -15.6%, -0.3%
COc1ccccc1CNC(=O)COC(=O)Cn1cnc2ccccc21
 : -4.6%, -6.7%, 9.6%
COc1ccc(C2Nc3ccccc3-c3nnc(SC)nc3O2)cc1C (centres undefined)
 : -4.3%, 2.4%, -14.5%
Cc1ccc(CNC(=O)C2CCN(S(=O)(=O)c3ccc(Br)s3)CC2)cc1
 : -5.1%, -26.5%, ?
CCCCSc1nc2ccccc2[nH]1
 : ?, -15.7%, ?
CCOC(=O)N1C(=O)C2(CCCCC2)N(c2ccccc2Cl)C1=S
 : -8.8%, -11.5%, ?
O=S(=O)(Nc1ccc(S(=O)(=O)Nc2ncccn2)cc1)c1ccc(Cl)cc1
 : -21.5%, -10.1%, 18.1%
O=C(CSc1nnnn1-c1ccc(C(=O)O)cc1)NC1CCCCC1
 : -0.3%, 4.2%, 1.8%
CCCCn1c(=O)nc2n(-c3ccc(F)cc3)c3ccccc3cc-2c1=O
 : 8.4%, 9.3%, -9.0%
COC(=O)C(C(C)=O)C1=C/C(=N\S(=O)(=O)c2ccc(C)cc2)c2ccccc2C1=O (centres undefined)
 : -4.9%, 3.55µM*, 10µM*
CCCN1C(=O)c2ccc(C(=O)Nc3nccs3)cc2C1=O
 : -12.0%, -0.8%, -12.3%

# (continued)
# Second line of a record – GCN5L2 inh, DT40 TDP1 CPT, DT40 TDP1 no CPT
CN(C)c1ccc(/C=C/c2cnnc3ccccc23)cc1
 : nt, 7.08µM*, 6.31µM*
S=C(Nc1ccccc1)NC1CCN(Cc2ccccc2)CC1
 : -2.2%, -19.4%, ?
CC1CCCCC1NC(=O)CN(C)S(=O)(=O)c1ccc2c(c1)CCC(=O)N2 (centres undefined)
 : 3.4%, 6.3%, 11.3%
O=C(NCCN1CCCCC1)c1cc2ccccc2[nH]1
 : 1.4%, 0.4%, -27.4%
CSC1=N/C(=C\c2ccc(C)s2)C(=O)S1
 : -0.8%, -7.4%, -12.4%
O=[N+]([O-])c1ccc(CN2CC(N3CCC(c4ccccc4)CC3)CS2(=O)=O)cc1 (centres undefined)
 : nt, 18.4µM*, 23.1µM*
Cc1noc(C)c1NC(=O)N(C)C[C@@H]1Oc2ccc(NC(=O)CCC(F)(F)F)cc2CC(=O)N([C@@H](C)CO)C[C@@H]1C
 : -0.1%, 6.0%, -11.4%
Cc1cccnc1NC(=O)CCC(=O)c1cccs1
 : -0.4%, -0.9%, 12.1%
CCN(CC)C(=S)SCC(=O)Nc1ncc2c(n1)CC(C)(C)CC2=O
 : -10.3%, 1.6%, -5.8%
COC(=O)/C=C/c1ccc2c(c1)S(=O)(=O)N(c1cccc(OC)c1)[C@H]2CC(=O)OC
 : nt, ?, ?
COc1ccc(C(=O)CSc2n[nH]c(-c3ccco3)n2)cc1
 : 0.2%, -8.7%, -9.4%
CCCCN(CC)CCCNC(=O)Cn1nc(Cc2ccncc2)c2ccccc2c1=O
 : 1.1%, -18.6%, 2.2%
COc1ccc(CCNc2nc3ccc(C)cc3n3cnnc23)cc1OC
 : 5.0%&3.9%, 14.6µM*, 23.1µM*
c1ccc(C(c2ccccc2)N2CCCC3(CCNCC3)C2)cc1
 : -1.7%, 9.2µM*, 6.51µM*
CCOP(=O)(OCC)C(NC(=O)NS(=O)(=O)c1ccc(C)cc1)c1ccccc1 (centres undefined)
 : 2.6%, -4.9%, -13.8%
Cc1ccc2nsnc2c1S(=O)(=O)NCCc1c(C)[nH]c2ccc(F)cc12
 : -8.9%, -24.9%, -20.6%
CCC(=O)N[C@@H]1c2ccccc2C2(CCN(Cc3cnc(N(C)C)s3)CC2)[C@H]1OC
 : nt, 35.5%[activator][9.04 µM], -3.3%
CC(C)(C)OC(=O)NCc1ccc(NC(=O)c2nc[nH]c2C(=O)NCCCNC(=O)c2[nH]cnc2C(=O)Nc2ccc(CNC(=O)OC(C)(C)C)cc2)cc1
 : 0.0%, 13µM*, 25.9µM*
C/C(=N\NC(=O)c1nnn(-c2nonc2N)c1-c1cccs1)c1ccc(O)cc1
 : -3.2%, -4.0%, -2.2%
Cc1nc(Nc2nc3ccccc3o2)nc2c1CCC2
 : -1.5%, ?, 20.6µM*
CCOc1cc(/C=N\NC(=O)C2C(=O)NCC2c2ccccc2)ccc1OC (centres undefined)
 : 1.3%, 1.6%, 0.1%
COc1ccc(-c2nnc(SCC(=O)NCc3cccs3)n2C(C)C)cc1
 : -7.4%, -5.7%, -23.8%
CC(=O)c1cccc(NC(=O)NNC(=O)c2ccc(-c3ccccc3)cc2)c1
 : ?, -0.4%, -6.5%
O=C(c1ccccc1)N1N=C(c2ccccc2O)CC1c1ccccc1 (centres undefined)
 : -27.1%, 20.6µM*, ?
Cc1oc(-c2ccc(Cl)cc2)nc1CN1CCCC(C(=O)NCCCN2CCOCC2)C1 (centres undefined)
 : -7.6%, -78.2%, 23.1µM*
CCOC(=O)c1ccc(NC(=O)Cn2nnc(-c3ccc(C)cc3)n2)cc1
 : -4.0%, -29.0%, -24.0%
CSc1nc(SCCN(C)C)c2c3c(sc2n1)COC(C)(C)C3
 : 0.3%, ?, 18.4µM*
CN(C)c1ccc(/C=C/c2cc[n+](C)c3ccc4ccccc4c23)cc1
 : nt, 0.0891µM*, ?
CN(C)c1ccnc(NCc2ccccc2)c1C#N
 : 1.2%, -17.7%, -17.9%
COc1ccc(CN2CCC(C(=O)c3ccc(Cl)cc3)CC2)cc1
 : -12.2%, 23.1µM*, 16.4µM*

# Whole records as entered above.
# Listed for COc1ccc(CN2CCC(C(=O)c3ccc(Cl)cc3)CC2)cc1 = GCN5L2 inh: -12.2%; DT40 TDP1 CPT: 23.1µM*; DT40 TDP1 no CPT: 16.4µM*
# Listed for CCOc1cc(/C=N\NC(=O)C2C(=O)NCC2c2ccccc2)ccc1OC (centres undefined) = GCN5L2 inh: 1.3%; DT40 TDP1 CPT: 1.6%; DT40 TDP1 no CPT: 0.1%

# Next part
# Second line of a record – GCN5L2 inh, DT40 TDP1 CPT, DT40 TDP1 no CPT
CC(=O)c1cn(-c2ccc(Cl)cc2)c(=O)[nH]c1=O
 : -3.6%, 25.0%, 5.4%
O=C(CN1CCCCCCC1)N/N=C/c1ccc(F)c(F)c1
 : -1.0%, -16.6%, -14.5%
O=[N+]([O-])c1ccc(Cl)c(/C=N/NC(=S)Nc2ccccc2)c1
 : -9.3%, 11.2µM*, 10µM*
CCCOc1cccc(C(=O)Nc2cccc3ncccc23)c1
 : -5.1%, 1.4%, -16.1%
O=C(Nc1nnc(COc2ccc(Cl)cc2)s1)C1CCCO1 (centres undefined)
 : -11.3%, ?, ?
O=C1CCC2c3[nH]c4ccccc4c3CCN12 (centres undefined)
 : nt, -11.5%, -29.9%
Cn1c(=O)c(C(=O)NCCc2ccc(Cl)cc2)c(O)c2ccccc21
 : -6.7%, ?, ?
O=C(CC(O)(CC(=O)OCc1ccccc1)C(=O)OCc1ccccc1)OCc1ccccc1
 : nt, -11.3%, ?
Cc1ccc(NC(=S)N(C)C)cc1C
 : -4.1%, 3.4%, -1.6%
O=C(CCN1C(=O)c2ccccc2C1=O)Nc1ccc(F)cc1
 : ?, 0.1%, -15.1%
O=S(Cc1ccc(Cl)cc1)CC(O)(c1ccccc1)c1ccccc1 (centres undefined)
 : -4.1%, -6.2%, 6.7%
Nc1ccc(Cc2ccc([N+](=O)[O-])cc2)cc1
 : nt, -25.3%, ?
